Bioassay records: PubChem, National Center for Advancing Translational Sciences (NCATS)
Caspase-1 inhib: qHTS Assay for Allosteric/Competitive Inhibitors of Caspase-1; AID 900, 2007; 75,000 tested, 0.03% active; Potency, µM (top dose mostly 57.5 µM), for the others: at the top dose activity change, negative = inhibition, actives largely listed as inhibitors; Caspase-1 enzyme, Ac-WEHD-AFC fluorogenic rate;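 also: potency is read from the fitted curve at half-maximal effect; plate controls were vehicle for no effect and no substrate for full effect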
BRCT inh green: qHTS Assay for Inhibitors of BRCT-Phosphoprotein Interaction (Green Fluorophore); BRCA1 BRCT-phosphopeptide binding, green fluorescence polarization; AID 875, 2007; Breast cancer type 1 susceptibility protein (Homo sapiens), P38398; Potency, µM (doses to about 76.9 µM), for inactives: top-dose activity change, negative = inhibition, hits mostly inhibitors; 75,000 tested, 0.05% active;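 also: potency is read from the fitted curve at half-maximal effect; plate controls were peptide without protein for full effect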
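Compounds were incubated for 12 min at room temperature with a complex of 100 nM fluorescein-tagged pBACH1 decapeptide and 250 nM His-tagged BRCT protein. Buffer was phosphate pH 7.3 with EDTA, DTT and Tween 20. Disruption of binding lowers the polarization signal.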
HADH2 inhib: qHTS Assay for Inhibitors of HADH2 (Hydroxyacyl-Coenzyme A Dehydrogenase, Type II). 3-hydroxyacyl-CoA dehydrogenase type-2 (Homo sapiens), Q99714. recombinant HADH2, NADH fluorescence, beta-hydroxybutyryl-CoA. Potency, µM (titrated, usually from 57.1 µM), for the others: at the top dose activity change, negative = inhibition, usual class: inhibitors. 73,000 tested, 3.4% active. AID 886, 2007; also: potency is read from the fitted curve at half-maximal effect; % is scaled to controls: 0 for no effect and ±100 for the full control effect; nearly all actives have a fitted effect of over 60% in size; many of its hits are not listed in these tables
Target sequence (Q99714 whole entry, looked up, one chain of several): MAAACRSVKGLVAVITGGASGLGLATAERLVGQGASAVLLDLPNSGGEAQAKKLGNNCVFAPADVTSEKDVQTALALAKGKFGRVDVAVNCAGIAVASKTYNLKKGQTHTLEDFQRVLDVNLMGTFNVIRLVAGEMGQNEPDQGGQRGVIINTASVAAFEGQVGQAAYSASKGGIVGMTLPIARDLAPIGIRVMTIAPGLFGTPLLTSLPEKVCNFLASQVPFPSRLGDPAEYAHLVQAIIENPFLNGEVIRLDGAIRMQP
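E. coli-expressed His-tagged HADH2 tested at 20 nM in alkaline Tris buffer (pH 9.0); oxidation of 90 uM beta-hydroxybutyryl-CoA with 1 mM NAD+ tracked fluorimetrically for 4 min.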
BRCT PPI red: qHTS Assay for Inhibitors of BRCT-Phosphoprotein Interaction (Red Fluorophore) | Breast cancer type 1 susceptibility protein (Homo sapiens), P38398 | BRCT-phosphopeptide binding, red fluorescence polarization | Potency, µM (top dose mostly 76.9 µM), without a hit: at the top dose activity change, negative = inhibition, most hits filed as inhibitors | 75,000 tested, 0.03% active; also: % is scaled to controls: 0 for no effect and ±100 for the full control effect
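Fluorescence polarization: 100 nM His-tagged BRCA1 BRCT with 100 nM TAMRA-labelled phospho-BACH1 decapeptide, phosphate buffer pH 7.3 with 150 mM NaCl, DTT, 0.01% Tween 20; 12 min RT. Binding inhibition seen as FP decrease.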
Tau filament bind: qHTS Assay for Tau Filament Binding; recombinant tau filaments, thioflavin S fluorescence, 15 h; filaments grown with octadecylsulfate alongside compound; Potency, µM (series often up to 57.1 µM), for the others: top-dose activity change, negative = inhibition; 71,000 tested, 2% active; AID 596, 2007;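 also: potency is read from the fitted curve at half-maximal effect; % is scaled to controls: 0 for no effect and ±100 for the full control effect; actives lower thioflavin S fluorescence by blocking filaments or displacing dye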
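ThS-based fibril read: tau 1 uM final, inducer ODS 30 uM final, 37 C for 15 h, ex 450/em 510 nm.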
USP2a inh: qHTS Assay for Inhibitors of Ubiquitin-specific Protease USP2a; Ubiquitin carboxyl-terminal hydrolase 2 (Homo sapiens), O75604; USP2a enzymatic assay, qHTS inhibition; Potency, µM (titrated, usually from 38.3 µM), for inactives: top-dose activity change, negative = inhibition, most hits filed as inhibitors; 60,000 tested, 0.1% active;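 also: potency is read from the fitted curve at half-maximal effect; nearly all actives have a fitted effect of over 60% in size; plate controls were DMSO for no effect and NEM full inhibition control for full effect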
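USP2 core (20 nM final) was preincubated with compound for 30 min at RT in 20 mM Tris-HCl pH 8.0, 2 mM CaCl2, 2 mM beta-mercaptoethanol; Ub-PLA2 (20 nM) plus NBD C6-HPC (20 uM) then added, fluorescence read after 2.5 h.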
15-hLO inh: qHTS Assay for Inhibitors of 15-hLO (15-human lipoxygenase). purified 15hLO-1, xylenol orange hydroperoxide absorbance. 74,000 tested, 1.4% active. Polyunsaturated fatty acid lipoxygenase ALOX15 (Homo sapiens), P16050. Potency, µM (titrated, usually from 57.1 µM), inactives show top-dose activity change, negative = inhibition, usual class: inhibitors. AID 887, 2007; also: potency is read from the fitted curve at half-maximal effect; % is scaled to controls: 0 for no effect and ±100 for the full control effect; nearly all actives have a fitted effect of over 55% in size
Target sequence (P16050 whole entry, looked up): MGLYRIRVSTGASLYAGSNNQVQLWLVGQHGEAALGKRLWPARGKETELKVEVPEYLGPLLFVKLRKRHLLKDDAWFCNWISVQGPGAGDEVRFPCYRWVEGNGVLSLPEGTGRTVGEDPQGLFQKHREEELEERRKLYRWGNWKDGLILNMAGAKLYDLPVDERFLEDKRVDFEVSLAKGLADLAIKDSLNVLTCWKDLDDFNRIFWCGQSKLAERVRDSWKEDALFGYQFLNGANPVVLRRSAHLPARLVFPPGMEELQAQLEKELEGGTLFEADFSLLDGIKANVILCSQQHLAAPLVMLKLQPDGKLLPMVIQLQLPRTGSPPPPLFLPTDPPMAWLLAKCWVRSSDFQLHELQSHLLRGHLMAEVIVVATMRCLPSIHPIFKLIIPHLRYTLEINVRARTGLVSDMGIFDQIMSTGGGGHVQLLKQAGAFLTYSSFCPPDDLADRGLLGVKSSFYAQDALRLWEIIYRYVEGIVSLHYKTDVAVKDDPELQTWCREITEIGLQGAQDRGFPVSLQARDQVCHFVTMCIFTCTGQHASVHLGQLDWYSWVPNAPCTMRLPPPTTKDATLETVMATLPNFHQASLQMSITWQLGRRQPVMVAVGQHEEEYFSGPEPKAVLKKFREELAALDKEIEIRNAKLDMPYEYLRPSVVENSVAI
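Quantitative HTS in 25 mM Hepes pH 7.5 containing 0.01% Triton X-100: human 15hLO-1 at 40 nM, arachidonic acid at 50 uM, 6 min turnover. Product quantified via ferrous oxidation/xylenol orange, 573:405 nm absorbance ratio.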
Rhodamine autofl: qHTS Assay for Spectroscopic Profiling in Rhodamine Spectral Region; Rhodamine-region fluorescence, 547/598 nm, Tris buffer; stronger effect = higher value; max dye-equivalent concentration, M; 59,000 tested, 0.05% active; AID 594, 2007; in the data active = max dye-equivalent concentration above about 11 nM; inconclusive = between about 1.1 nM and that limit
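Steps: pin-transfer compounds into pH 8.0 Tris (100 mM), hold 15 min at room temperature, image with a 547/598 nm filter pair, and convert intensities to rhodamine-equivalent concentration using a six-point on-plate rhodamine series.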
HEK293 cAMP ctrl: qHTS Assay for Agonists of the Thyroid Stimulating Hormone Receptor: Activators of Intracellular cAMP Concentrations in Parental HEK 293. parental HEK293 CNG cAMP sensor, membrane potential fluorescence. Potency, µM (highest dose often 57.1 µM), inactives show top-dose activation, usual class: activators. 73,000 tested, 2.5% active; also: potency is read from the fitted curve at half-maximal effect; % of control where 0% means no effect; nearly all actives have a fitted effect of over 55% in size
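Parental HEK 293 cells stably expressing a cAMP-gated CNG channel were loaded with membrane potential dye containing 100 uM RO 20-1724 for 60 min. Compound added for 30 min; depolarization read as fluorescence intensity at 590 nm.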
Casp7 inh: qHTS Assay for Allosteric/Competitive Inhibitors of Caspase-7; P55210; 75,000 tested, 0.02% active; Potency, µM (doses to about 57.5 µM), for the others: at the top dose activity change, negative = inhibition, most hits filed as inhibitors; recombinant caspase-7, Ac-DEVD-AFC fluorescence rate; active = well fitted inhibition curve with a large enough effect in the main read-out, with a control signal flat, not every such curve was filed as active; inconclusive = small, poorly fitted or top-dose-only effect, or a change in a side signal; also: potency is read from the fitted curve at half-maximal effect; % of control where 0% means no effect
Pol III holo inh: qHTS Assay for Inhibitors of DNA Polymerase III Holoenzyme System; reconstituted DNA polymerase III holoenzyme replication, biochemical; Potency, µM (series often up to 57.1 µM), inactives show top-dose activity change, negative = inhibition; 71,000 tested, 0.25% active; AID 603, 2007; also: potency is read from the fitted curve at half-maximal effect; % is scaled to controls: 0 for no effect and ±100 for the full control effect
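Reconstituted *E. coli* holoenzyme (0.35 nM Pol III, 1 nM beta, 154 nM SSB, 2 nM primase) was preincubated with compound for 15 min at RT. Synthesis on 1.4 nM ssM13Gori ran 35 min, then was stopped with PicoGreen/EDTA and read as dsDNA fluorescence.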
The depositor's hits bear a star; i = inactive; ? = inconclusive; . = no result given; [ ] = another dose, or the depositor's remark. Unless noted, calls follow the shape of the dose curve; as a rule, active = well fitted curve in the direction sought with a large enough effect; inconclusive = small, poorly fitted or top-dose-only effect, or another doubt; inactive = no such curve, though single readings can be large; an effect the other way counts as inactive or inconclusive.

structure | Caspase-1 inhib | BRCT inh green | HADH2 inhib | BRCT PPI red | Tau filament bind | USP2a inh | 15-hLO inh | Rhodamine autofl | HEK293 cAMP ctrl | Casp7 inh | Pol III holo inh
COc1ccc(C(=O)c2ccc(OC)cc2O)c(O)c1 | -2% | -1.0% | -11% | -0.4% | -17% | 0% | -6% | i | -5% | -1% | -5%
Cc1nc(Sc2nnnn2C)c2c3c(sc2n1)CCC3 | 1% | -0.8% | -6% | -4.2% | -3% | -9% | 8% | i | 27% | -2% | 3%
Cc1[nH]c(=O)[nH]c(=O)c1S(=O)(=O)Nc1ccc(Oc2ccccc2)cc1 | 1% | -1.6% | -1% | 0.5% | -5% | 9% | 0% | i | ? | -1% | -1%
O=C(NC1CC1)c1c[nH]c2ccc(S(=O)(=O)Nc3cccc(C(F)(F)F)c3)cc2c1=O | -2% | 0.1% | -1% | -1.3% | -1% | 13% | -13% | i | 4% | 3% | -4%
Cc1cccc(-n2nnc(C(=O)NCc3ccco3)c2N)c1 | 1% | -6.5% | 7% | -5.1% | 1% | 5% | 5% | i | -3% | 0% | 2%
O=C(CCn1c(=O)oc2ccccc21)NC1=NCCS1 | 0% | -3.1% | 6% | -1.6% | -8% | -5% | 5% | i | 5% | 2% | -3%
CCN(CCCNC(=O)C1CCN(S(=O)(=O)c2cnc[nH]2)CC1)c1ccccc1 | -2% | 0.0% | 5% | 0.3% | -5% | 10% | -9% | i | -1% | 0% | -4%
COc1ccc(NC2=NC3(CCCCC3)N=C(N)N2)cc1 | -1% | -1.4% | 0% | 0.5% | 15% | 2% | 25µM* | i | -5% | 4% | -11%
COc1ccc(-c2nnnn2C)cc1S(=O)(=O)NCCc1ccccc1 | 3% | -0.5% | 11% | -0.4% | 12% | 7% | 9% | . | 6% | 0% | -5%
C[C@@H]1c2ccccc2Cn2cc3c(c21)C(=O)c1cccc(OP(=O)(O)OCc2ccccc2)c1C3=O | -9%[11.5 µM] | -5.5%[15.4 µM] | 3.2µM* | -1.4%[15.4 µM] | 378%[11.4 µM] | . | -4%[11.4 µM] | i | -4%[11.4 µM] | -23%[11.5 µM] | 0%[11.4 µM]
Cc1cc2ncn(C(=O)c3c(-c4c(Cl)cccc4Cl)noc3C)c2cc1C | 2% | 1.7% | 4% | 0.2% | -3% | -4% | -6% | . | 4% | 0% | -2%
CCCN(CCC)CCNC(=O)C1CCCN(S(=O)(=O)c2ccc3c(c2)oc(=O)n3C)C1 (stereo not drawn) | -1% | -1.2% | 12% | -1.8% | -10% | 1% | 5% | i | 1% | 1% | 0%
Cc1sc2nc(C3CC3)nc(SCC(=O)NCc3ccco3)c2c1C | -4% | 0.2% | 17% | 0.3% | 7% | 20% | 0% | i | 15% | -2% | -7%
OC(COc1ccc2ccccc2c1Cl)CN1CCOCC1 (stereo not drawn) | 2% | -1.4% | -2% | -0.3% | 1% | 8% | 2% | i | 25% | 7% | 6%
Cc1cc(C)c2c(CN3CCN(C/C=C/c4ccccc4)CC3)cc(=O)oc2c1 | -3% | 1.9% | 17% | -0.1% | 308% | 39%[activator] | -18% | i | 14% | -7% | 11%
O=C(Nc1cccc(F)c1)N1CC2(CCN(C(=O)c3cccc(F)c3)CC2)C1 | -4% | 1.1% | 4% | -0.2% | 1% | 31%[activator] | 2% | i | 0% | 1% | -9%
COc1cc2c(cc1OC)C(=O)Cc1ccc3c(c1CN(C)CC2)OCO3 | 0% | -3.2% | 6% | -1.2% | ? | . | 5%[25.6 µM] | i | 13% | 1% | -3%
Cc1cc(C(=O)CSc2nnc(-c3cccnc3)n2-c2ccccc2F)c(C)n1C | 3% | -1.8% | -7% | -12% | 88% | 27% | 16µM* | i | 7% | -2% | 0%
CN1C(=O)CSc2ccc(C(=O)O)cc21 | -2% | -1.6% | -9% | -0.7% | -2% | . | 4% | . | 6% | 2% | 3%
CCCS(=O)(=O)N1CCC(C(=O)NCCCOC)CC1 | 0% | -0.9% | 7% | -1.6% | 16% | 2% | 3% | i | 5% | 2% | -2%
CCCn1c(C(O)c2cc(OC)ccc2OC)nc2ccccc21 (stereo not drawn) | 1% | 1.4% | ? | -0.2% | -9% | -11% | 1% | i | 17% | 1% | 0%
COc1ccc(S(=O)(=O)Nc2c(C)ccc3nsnc23)cc1OC | -3% | 0.1% | 10% | 0.1% | -13% | -2% | ? | i | -5%[2.29 µM] | 1% | -2%
COC(=O)c1cc(NCc2ccccc2F)ccc1N1CCOCC1 | -3% | -1.4% | 6% | -0.9% | -26% | -1% | ? | i | -20% | -18% | 2%
COc1ccc(N2CCN(Cc3cc(=O)oc4ccc5ccccc5c34)CC2)cc1 | -5% | -0.7% | 12% | -0.1% | -21% | 39%[activator] | 2% | i | 0% | -1% | 0%
Cc1ccc(SCCNS(C)(=O)=O)cc1 | -1% | -2.0% | 11% | 0.2% | 3% | -2% | 7% | i | 2% | 0% | -1%
O=C(c1cc(-c2ccc(F)cc2)on1)N1CCCC1 | 0% | -1.3% | -2% | 0.0% | 2% | -3% | -10% | i | 10% | 0% | -2%
COc1ccc(CCN2C(=O)CC(Sc3ncccc3C(=O)O)C2=O)cc1OC (stereo not drawn) | 0% | -0.1% | -18% | -0.3% | 2% | -1% | 2% | i | 1% | 0% | -2%
CCOc1ccc(S(=O)(=O)Nc2cccc(Cl)c2)cc1 | -3% | -2.3% | 0% | 0.2% | -28% | -6% | ? | i | 3% | -3% | -9%
O=C1C[C@@H](O)[C@@H](O)[C@@H]2[C@H]3C(=O)N(c4ccc(F)cc4F)C(=O)[C@@H]3CC[C@H]12 | 0%[11.5 µM] | -1.3%[15.4 µM] | -11%[11.4 µM] | -0.7%[15.4 µM] | . | . | 13%[11.4 µM] | . | -4%[11.4 µM] | 1%[11.5 µM] | .
CC(NC(=O)c1ccnc(C(C)(C)C)c1)c1ccccc1 (stereo not drawn) | 1% | 0.1% | 11% | -0.6% | -8% | 6% | 3% | i | 13% | 0% | -6%

(next part)
structure | Caspase-1 inhib | BRCT inh green | HADH2 inhib | BRCT PPI red | Tau filament bind | USP2a inh | 15-hLO inh | Rhodamine autofl | HEK293 cAMP ctrl | Casp7 inh | Pol III holo inh
O=S(=O)(Nc1cc(Cl)ccc1N1CCCCC1)c1cccs1 | -2% | 4.3% | -2% | 0.0% | -18% | 26% | -10% | i | 26% | -3% | 0%
O=C(c1cnccn1)N1CCC2(CC1)CCN(c1ccccn1)CC2 | -1% | -1.0% | 0% | -1.0% | 0% | -4% | 8% | i | 11% | 0% | -4%
COc1cc(C2C(C(=O)c3ccco3)=C(O)C(=O)N2CCc2ccccc2)ccc1O (stereo not drawn) | 1% | -0.9% | 1% | -1.3% | -1% | 30% | -60% | i | -12% | -5% | 7%
CSc1ccccc1NC(=O)c1cc(CC(C)C)on1 | -3% | -2.2% | -14% | -0.5% | -3% | . | -4% | . | 5% | -2% | -6%
COc1cc2c(cc1OC)C(C)N(C(=O)C1COc3ccccc3O1)CC2 (stereo not drawn) | 0% | -2.9% | 1% | -0.3% | 16% | 12% | 4% | . | 12% | -1% | -11%
CCOC(=O)C1Cc2cc3c(cc2C1=O)CC(C(=O)OCC)C3=O (stereo not drawn) | -8% | -1.3% | 25µM* | -3.2% | 2% | 22% | 7% | i | -1% | -11% | 0%
CC1(C(=O)NCc2cccnc2)CCC(=O)N1CCc1ccccc1 (stereo not drawn) | -1% | -1.5% | 1% | -1.7% | -4% | . | 6% | . | 4% | 0% | -3%
CCCn1c(NC(=O)c2ccc(C)cc2)nc2ccccc21 | -1% | -1.2% | 16µM* | -0.3% | 35% | 2% | 9% | i | 25µM* | -2% | -8%
CCO/C=N/c1c(C#N)c2c(c(=S)n1C)COC(C)(C)C2 | ? | -3.4% | -24% | -2.5% | -3% | -14% | ? | i | 14% | ? | -5%

These rows are one share of the data; count on the stated rates, not on these rows.
